High-throughput results as filed in PubChem.
GDH-TPI inh: counter-screen for M. tuberculosis FBA inhibitors: GDH-TPI coupled enzymes; inhibition, % at 4.8 µM; 1.2% of 360,000 active; GDH-TPI coupled enzyme counterscreen, NADH absorbance; in the data active = inhibition above about 30%;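 note: 0% = DMSO wells and 100% = wells lacking the enzyme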
PfHsp40 rescue: restores yeast growth despite PfHsp40 toxicity; 0.68% of 340,000 active; growth rescue, % at 12.5 µM; S. cerevisiae expressing PfHsp40, growth rescue, ATP luminescence; in the data active = growth rescue above about 28%, passing the limit was not always enough; inconclusive = no clear call, values can overlap the other calls;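 note: yeast W303a lacking pdr1 and pdr3 grown in galactose medium; growth measured after three days at 30 °C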
BioA inh: inhibitors of Mycobacterium tuberculosis BioA enzyme. purified M. tuberculosis BioA enzyme, plate reader. inhibition, % at 9.99 µM. 0.096% of 360,000 active. AID 602481; in the data active = inhibition above about 40%; inconclusive = no clear call, values can overlap the other calls
FBA Mtb inh: Mtb fructose-bisphosphate aldolase inhibition | purified M. tuberculosis FBA, fluorescence read-out | 2.3% of 360,000 active | inhibition, % at 1 µM | P9WQA3; in the data active = inhibition above about 27%;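 note: 0% = vehicle and 100% = reference inhibitor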
Target sequence (P9WQA3 whole entry, looked up): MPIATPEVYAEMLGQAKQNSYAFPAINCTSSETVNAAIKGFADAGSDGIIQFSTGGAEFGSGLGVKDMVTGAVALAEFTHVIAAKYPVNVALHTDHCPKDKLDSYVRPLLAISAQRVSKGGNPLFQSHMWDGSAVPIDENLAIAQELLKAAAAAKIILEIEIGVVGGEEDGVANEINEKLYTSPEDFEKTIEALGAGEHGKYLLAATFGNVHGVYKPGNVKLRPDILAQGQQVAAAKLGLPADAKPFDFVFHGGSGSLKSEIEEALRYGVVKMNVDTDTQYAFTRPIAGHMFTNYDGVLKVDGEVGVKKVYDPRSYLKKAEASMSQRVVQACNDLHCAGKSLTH
BoNT-A LC inh2: BoNT A light chain protease inhibition | multiplex microsphere protease substrate cleavage, flow cytometry | inhibition, % at 10 µM | 0.17% of 360,000 active; note: plate controls were buffer without enzyme for full effect and enzyme alone for no effect
Anthrax LF prot: anthrax lethal factor protease inhibition; P15917; multiplex microsphere protease cleavage assay, LF; inhibition, % at 10 µM; 0.12% of 360,000 active; AID 588501; note: plate controls were buffer without enzyme for full effect and enzyme alone for no effect
FadD28 binding: blocks FadD28 binding to the bisubstrate probe. fluorescence polarization. inhibition, % at 12.5 µM. 0.22% of 360,000 active. AID 588549; in the data active = inhibition above about 8.5%, passing the limit was not always enough; inconclusive = no clear call, values can overlap the other calls
BoNT-F LC inh: BoNT F light chain protease inhibition; Multiplex microsphere protease cleavage assay, flow cytometry; inhibition, % at 10 µM; 0.22% of 360,000 active; AID 588497; in the data active = inhibition above about 35%, passing the limit was not always enough; inconclusive = no clear call, values can overlap the other calls; note: plate controls were buffer without enzyme for full effect and enzyme alone for no effect
Mtb UGM inh: inhibitors of M. tuberculosis UDP-galactopyranose mutase; inhibition, % at 10 µM; purified UGM, fluorescence polarization probe displacement; P9WIQ1; 0.06% of 320,000 active; in the data active = inhibition above about 10%, passing the limit was not always enough; inconclusive = no clear call, values can overlap the other calls
Target sequence (P9WIQ1 whole entry, looked up): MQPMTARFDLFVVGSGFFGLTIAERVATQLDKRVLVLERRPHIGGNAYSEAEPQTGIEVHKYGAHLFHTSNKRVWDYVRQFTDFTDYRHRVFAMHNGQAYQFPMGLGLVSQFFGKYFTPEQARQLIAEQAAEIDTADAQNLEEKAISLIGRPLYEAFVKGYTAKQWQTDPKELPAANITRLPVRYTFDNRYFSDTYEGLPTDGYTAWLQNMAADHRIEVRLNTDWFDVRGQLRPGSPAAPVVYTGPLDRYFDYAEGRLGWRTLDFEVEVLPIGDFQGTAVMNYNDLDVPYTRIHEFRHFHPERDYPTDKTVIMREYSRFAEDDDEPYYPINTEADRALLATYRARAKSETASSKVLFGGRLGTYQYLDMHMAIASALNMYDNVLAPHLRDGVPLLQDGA
* = called active by the depositor; ? = inconclusive; / = not tested or not shown; & = joins results of further samples. Cut-off read from the data, not from the text of the source, unless noted: active = inhibition above about 30%; inconclusive = no clear call, values can overlap the other calls; inactive = below that. Rows are unselected. Share with any hit: about 4.7%.

SMILES	GDH-TPI inh	PfHsp40 rescue	BioA inh	FBA Mtb inh	BoNT-A LC inh2	Anthrax LF prot	FadD28 binding	BoNT-F LC inh	Mtb UGM inh
O=S(=O)(Nc1ccccn1)c1ccc(-n2cccn2)cc1	9	-0.1	-2.5	10	1.5	3	0.2	-2	0.5
C[C@]12C=C[C@H](O)CC1=CCC1C2CC[C@@]2(C)C1CCC21OCCO1 (some centres not stated)	-7	2.5	2.5	-3	0.1	2	-4.5	-2	-0.3
COc1ccc(C(C)(O)c2nc(-c3cccc(C(C)C)c3)cs2)cc1 (configuration not stated)	-6	/	-0.7	-2	-0.2	-2	-5.0	2	/
Cc1ccc(C)c(N2CCN(C(=O)c3cc(S(=O)(=O)N4CCOCC4)ccc3F)CC2)c1	2	1.8	/	0	-0.2	-1	-0.8	-2	0.3
Cc1ccc(C)c(NC(=S)N2CCC(C(=O)c3ccc(F)cc3)CC2)c1	-7	/	0.4	-3	0.1	0	-1.6	4	/
COc1ccc(NC(=O)c2cc([N+](=O)[O-])ccc2NC(=O)CNCc2ccccn2)c(OC)c1	6	1.4	0.0	2	-3.0	-9	-0.8	-10	1.7
CC(C)N1CCN(c2ccncc2S(=O)(=O)N2CCCCC2)CC1	-7	/	-0.4	0	-0.4	-1	-3.1	3	/
CNC(=O)c1ccc2nc(NC(C)=O)sc2c1	10	-1.2	-0.1	3	0.1	-5	1.0	-3	-0.8
O=c1c2ccccc2nc(SCc2ccccc2)n1Cc1ccco1	-3	0.5	1.2	-1	-0.5	1	-2.8	-16	-1.6
Cc1cc(C)n(Cc2ccc(C(=O)Nc3ccc(Br)cc3C)o2)n1	8	0.2	/	2	-0.6	-2	-3.6	0	2.7
CCC(C)(NC=O)C(=O)Nc1c(C)cccc1C (configuration not stated)	4	1.1	/	-3	?	-12	-1.4	?	1.1
Cc1nc(NC(=O)CN2CCN(c3cccc(Cl)c3)CC2)sc1C(=O)N(C)C	1	0.6	2.0	3	/	/	-0.2	/	-1.2
Cn1nc(C(=O)Nc2cccc(C(F)(F)F)c2)ccc1=O	-3	-1.4	-1.0	1	0.1	3	-5.2	6	-1.7
Nc1cc(=O)[nH]c(SCCSc2cc(Cl)ccc2Cl)n1	7	-0.1	-0.7	2	-0.9	-2	/	2	-1.5
CCOc1ccc(N2CC(C(=O)Nc3cc(OCC)c(N4CCOCC4)cc3OCC)CC2=O)cc1 (configuration not stated)	5	0.6	-1.3	5	-1.6	-1	-0.6	-11	/
COc1ccccc1C(=O)N1CCN(CCNC(=O)C(=O)Nc2ccc(Br)c(C)c2)CC1	-5	6.6	-2.1	-4	1.5	-2	-18	4	0.1
CC(C)CNc1oc(-c2ccccc2Cl)nc1C#N	14	0.9	/	11	-0.1	-4	-1.0	-1	-1.3
COc1ccc(-c2cc(C)no2)cc1S(=O)(=O)N1CCCN(Cc2ccccc2Cl)C1	1	-0.8	/	-4	1.4	-3	-1.6	-5	0.3
Cc1ccccc1OCCNC(=O)c1ccco1	-1	-1.1	0.5	-3	-2.6	0	0.1	-16	2.2
CNC(=S)NNC(=O)c1ccc(N(C)C)cc1	13	0.4	0.9	1	/	/	-3.7	/	0.5
O=C(COC(=O)c1ccc2ccccc2n1)c1ccccc1	-1	2.4	0.3	0	-0.7	1	-2.7	-16	2.4
O=C(c1ccccc1)c1sc(N2CCCCCC2)nc1-c1ccccc1	10	-0.2	/	5	54*	34*	-1.9	33	-0.2
Brc1ccc(C=Nc2ccc3c(c2)OCCOCCOCCO3)s1	5	0.2	2.2	-4	0.1	2	-3.4	6	0.8
COc1ccc(Nc2nc(N)nc(CN3CCC(Cc4ccccc4)CC3)n2)cc1	0	-0.5	0.9	-2	-1.0	1	-3.2	-7	0.2
O=C(CCN1C(=O)/C(=C\c2ccccc2)SC1=S)NCCCN1CCOCC1	11	-0.8	-1.4	-1	1.2	-1	-3.3	11	-1.5
CCN(CC)CCn1c(NCc2ccccn2)nc2ccccc21	-3	-0.8	0.4	4	0.1	-1	2.8	-11	-2.8
COc1ccccc1OCCn1cc(C#N)c2ccccc21	1	2.4	-0.8	0	0.1	-1	-5.5	-1	0.0
Cc1ccc(S(=O)(=O)N2C[C@H]3[C@H]4C(=O)N(c5ccccc5)C(=O)[C@H]4CC(=O)[C@H]3[C@@H]2c2ccccc2)cc1	/	/	0.1	8	0.5	-1	-0.1	-5	/
CC(C)NC(=O)N(C)C[C@H]1Oc2ccc(NC(=O)c3ccncc3)cc2C(=O)N([C@H](C)CO)C[C@@H]1C	11	-0.4	0.8&-1.3	2	0.5	-10	-0.5	15	-0.8
Cc1ccc(S(=O)(=O)NC(C)(C)CSc2nncn2N)cc1	6	-1.6	-2.0	5	-0.3	-5	-2.2	1	1.5
COc1ccc(/C=C2\SC(=O)N(CCNC(=O)Cn3cnnn3)C2=O)cc1	22	1.3	/	-2	0.5	-3	-4.5	-2	-0.5
O=C(O)CSc1cccc[n+]1[O-]	1	-0.1	-2.0	0	-0.2	7	-1.8	3	0.5
COc1ccc(NS(=O)(=O)c2ccc3oc(SC4CCOC4=O)nc3c2)cc1 (configuration not stated)	7	-0.2	1.0	8	0.4	-2	1.8	-37	1.8
Cc1nn(-c2ccccc2)c(C)c1C(=O)OC/C(O)=C(\C#N)c1nc2ccccc2[nH]1	9	-1.1	/	0	-0.2	-10	-2.4	-11	2.1
COC(=O)c1cc(OC)c(OC)cc1NC(=O)c1ccc(OC)c(OC)c1	12	0.0	-4.0	1	0.1	-1	-2.8	9	-0.9
CCN(C(=O)COC(=O)/C=C/c1c(C)nn(-c2ccccc2)c1C)C1CCS(=O)(=O)C1 (configuration not stated)	9	1.5	0.1	4	0.4	-4	-0.9	-1	3.2

Three entries from above, ordered by number of heavy atoms, low to high:
SMILES	GDH-TPI inh	PfHsp40 rescue	BioA inh	FBA Mtb inh	BoNT-A LC inh2	Anthrax LF prot	FadD28 binding	BoNT-F LC inh	Mtb UGM inh
Cc1ccccc1OCCNC(=O)c1ccco1	-1	-1.1	0.5	-3	-2.6	0	0.1	-16	2.2
Cc1cc(C)n(Cc2ccc(C(=O)Nc3ccc(Br)cc3C)o2)n1	8	0.2	/	2	-0.6	-2	-3.6	0	2.7
COc1ccc(/C=C2\SC(=O)N(CCNC(=O)Cn3cnnn3)C2=O)cc1	22	1.3	/	-2	0.5	-3	-4.5	-2	-0.5

The results go on.
SMILES	GDH-TPI inh	PfHsp40 rescue	BioA inh	FBA Mtb inh	BoNT-A LC inh2	Anthrax LF prot	FadD28 binding	BoNT-F LC inh	Mtb UGM inh
COc1ccccc1Nc1nnc(SCc2nnc(-c3cc(OC)c(OC)c(OC)c3)o2)s1	8	-0.6	/	-4	0.6	-2	-1.1	-8	4.3
Cc1ccc(-c2nc(C#N)c(NCc3ccco3)o2)cc1	11	-0.4	-2.0	92*	-0.6	-3	0.7	-8	/
CNC(=S)N/N=C/c1cn(CCOc2ccccc2OC)c2ccccc12	23	17	/	1	-0.2	0	-4.3	-4	1.3
C=C(C)CC(NCCc1ccccc1)c1ccco1 (configuration not stated)	4	-1.0	/	0	0.1	0	-2.2	-3	/
S=C1NCCOCCOCCNC(=S)N2CCOCCOCCN1CCOCCOCC2	3	-2.6	/	3	0.8	2	1.7	5	-0.5
C#CCOC(=O)Nc1ccc(OCC(F)(F)F)nc1	6	0.0	-1.4	3	-6.5	7	-3.9	?	-2.3
CCOC(=O)/C=C1\CC(C(=O)OCC)Oc2ccccc21 (configuration not stated)	16	-1.3	0.3	6	0.3	4	-0.2	-1	/
CC(C)c1ccc(C(=O)Nc2ccc(N3CCOCC3)cc2)cc1	16	-1.1	0.9	-1	-0.5	-3	-0.8	-2	-1.0
CN(CCc1ccccn1)C(=O)CCc1nnc(CCCc2ccccc2)o1	1	0.3	/	2	0.4	7	-0.2	4	-3.0
COc1ccc(S(=O)(=O)N2CCCC2)cc1C(=O)N1CCCCC1	2	-0.6	0.7	3	-0.5	0	-1.4	-14	3.7
CN=C1S/C(=C/c2cn(CC(=O)OC)c3ccccc23)C(=O)N1C	6	-0.3	-2.8	-6	-0.7	-2	-4.5	?	2.3
CCn1cc(CN2CCC(n3nccc3NC(=O)CCc3ccccc3)CC2)cn1	6	0.0	-1.9	-1	1.3	-1	-0.4	7	-1.2
CCCC1(c2ccccc2)NC(=O)N(CC(=O)NCC2COc3ccccc3O2)C1=O (configuration not stated)	-3	-0.3	0.5	-1	/	/	-3.5	/	0.6
COc1ccc(-n2nc(C(=O)NCC(=O)NCCCN3CCN(C)CC3)c3ccccc3c2=O)cc1	-4	-0.8	-7.0	-1	0.4	9	-3.3	24	-1.0
CCOC(=O)C1CCN(Cc2cccc(Oc3ccccc3)c2)CC1	-2	-1.0	-0.9	0	5.4	2	-5.2	?	0.2
COc1ccc(NC(=O)c2ccc(COCC(F)(F)C(F)F)cc2)cc1OC	3	-0.1	/	1	0.5	0	0.0	-7	0.7
O=C(c1ccc(OCc2cn3ccccc3n2)cc1)N1CCN(S(=O)(=O)c2ccccc2F)CC1	-9	-0.5	0.1	9	-2.4	-1	-6.7	0	/
O=C(CCn1nnnc1CN1CCOCC1)N1CCC(c2ccccc2F)C1 (configuration not stated)	3	-0.2	0.6	1	2.9	-1	-0.7	4	-1.3
COCC1CCN(Cc2cn(Cc3ccccc3)nc2-c2cc3ccccc3o2)CC1	-5	-1.2	/	-4	-0.1	-2	-3.4	-3	-0.5
Clc1ccc(-c2nnc(SCc3nc(-c4ccccc4)no3)o2)cc1	-1	1.5	-1.1	-1	0.1	-5	-2.0	-10	3.5
CC(=O)c1c(C)[nH]c(C(=O)COC(=O)C2CC2)c1C	2	-1.7	-0.6	0	0.9	4	-0.8	2	-0.5
CS(=O)(=O)c1ccc2nc(NC(=O)CN3CCCCCC3)sc2c1	4	-0.1	-0.6	3	-0.8	0	-2.3	0	-0.1
CCOCCC(=O)Nc1ccc2c(c1)c(=O)n(C)n2Cc1cccc(C(F)(F)F)c1	10	/	-0.2	177*	0.2	5	-1.9	1	/
Brc1ccc(NCc2nnc3n2CCCCC3)cc1	4	0.5	-4.0	0	0.2	-3	-1.4	-2	2.9
CC(C)NC(=O)C1CCN(C2CCN(Cc3nc4ccccc4s3)CC2)CC1	-2	0.3	/	0	-0.2	-5	-2.6	-3	1.2
CCCC(=O)NC(=S)Nc1cccc(Cl)c1N1CCCCC1	7	0.1	-1.1	4	-0.6	-1	-1.4	1	2.9
CC(=O)c1ccc(NC(=O)C(C)OC(=O)c2cccc(-n3cnnn3)c2)cc1 (configuration not stated)	-2	0.1	/	9	6.2	2	-1.1	5	-1.8
Cc1nn(-c2ccccc2)c(Cl)c1/C=N/O	6	-0.6	/	0	0.5	-2	-4.3	0	2.8
Cc1ccc(NC(=S)/C(C#N)=C2/Nc3ccccc3S2)cc1	29	/	-1.0	0	0.7	-7	?	-2	/
O=C(CSc1nnc(-c2ccoc2)o1)N1CCOCC1	-5	-1.0	/	3	0.5	2	-3.7	3	0.4
O=C1CC(C(=O)NC2CCCCC2)C(c2ccccc2)O1 (configuration not stated)	11	-2.2	-3.6	4	-1.0	-1	0.3	-3	-2.9
O=C(Oc1ccccc1)c1ccccc1C(=O)Oc1ccccc1	11	2.6	0.4	6	0.4	0	-1.6	-9	/
CCN(C(=O)c1ccccc1F)c1nc(-c2ccc(OC)cc2)cs1	7	3.9	-0.7	0	-5.4	-6	-3.8	13	1.6
Cc1cc(N2CCOCC2)c2c(N)c(C)cc(C)c2n1	8	-0.3	-0.2	-11	1.2	0	-1.4	-11	0.5
Cc1cc(=O)[nH]c(SCCCOc2ccccc2Cl)n1	-5	0.3	1.9	-1	-1.6	-1	-3.9	-1	1.0
CC(C)[C@H](NC(=O)c1ccccc1Cl)C(=O)Nc1ccc(S(=O)(=O)Nc2nccs2)cc1	-9	3.1	-2.9	-2	4.7	-1	-2.8	2	5.7
O=C(CNC(=O)c1ccccc1)OCc1nnc(-c2ccc(Cl)cc2)o1	3	0.4	0.6	1	-0.9	0	-0.6	-11	0.5
COc1ccc(NC(=O)Cc2cccs2)cc1S(=O)(=O)N1CCCCC1	3	0.3	2.4	1	-0.1	5	0.6	-5	0.0
